GLP-1R inv ag: qHTS of GLP-1 Receptor Inverse Agonists (Inhibition Mode); Glucagon-like peptide 1 receptor (Homo sapiens), P43220; HEK293 GLP-1R CRE-luciferase, luminescence, 24 h; GLP-1R form is constitutively active; Potency, µM (titrated, usually from 38.3 µM), without a hit: at the top dose activity change, negative = inhibition, actives largely listed as inhibitors; actives 1.6% (n = 410,000); AID 624417, 2012; also: potency is read from the fitted curve at half-maximal effect; % is scaled to controls: 0 for no effect and ±100 for the full control effect; nearly all actives have a fitted effect of over 55% in size
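Stable HEK293 clone (constitutively active GLP-1R + cAMP-response luciferase); 200 cells/uL plated, 12 h pre-culture, compound 24 hr, 37 deg C/5% CO2; detection reagent 12 min RT; luminescence.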
GLP1R cytotox: qHTS of GLP-1 Receptor Inverse Agonists: Cytotox Screen; HEK293 cAMP-luciferase reporter cells, luminescence, 24 h; Potency, µM (doses to about 38.3 µM), without a hit: at the top dose activity change, negative = inhibition, most hits filed as inhibitors; actives 0.13% (n = 410,000);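 also: loss of luciferase light is scored as toxicity; potency is read from the fitted curve at half-maximal effect; % is scaled to controls: 0 for no effect and ±100 for the full control effect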
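Here, cytotoxicity is scored as loss of luminescence. The MLSMR collection was tested on cells seeded in medium containing 10% Nu serum, with a 24 hr compound exposure preceded by 12 hours of culture.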
PLK1 PBD block: qHTS for Inhibitors of PLK1-PDB (polo-like kinase 1 - polo-box domain): Primary Screen | Serine/threonine-protein kinase PLK1 (Homo sapiens), P53350 | Plk1 PBD binding of FITC phosphopeptide, fluorescence polarization | Potency, µM, inactives show max response, negative = inhibition, most hits filed as inhibitors | actives 2.8% (n = 360,000); also: potency is read from the fitted curve at half-maximal effect; series mostly up to about 57 µM; % is scaled to controls: 0 for no effect and ±100 for the full control effect; nearly all actives have a fitted effect of over 65% in size
GLP1R ag: qHTS of GLP-1 Receptor Agonists; HEK293 GLP-1R CRE-luciferase, luminescence, 4-6 h; cells express a hypersensitive GLP-1R form; Potency, µM (series often up to 45.6 µM), inactives show top-dose activation, hits mostly activators; actives 0.007% (n = 380,000); AID 624172, 2012; also: potency is read from the fitted curve at half-maximal effect; % of control where 0% means no effect
PTHR1 agonist: qHTS for PTHR1 Agonists: Primary Screen; HEK293 GP2 PTHR1 cells, GloSensor cAMP luminescence, 1 h; AID 743266, 2014; Potency, µM (series often up to 115 µM), for inactives: at the top dose activation, actives largely listed as activators; Parathyroid hormone/parathyroid hormone-related peptide receptor (Homo sapiens), Q03431; actives 0.075% (n = 410,000); also: potency is read from the fitted curve at half-maximal effect; nearly all actives have a fitted effect of over 55% in size; some results filed as inactive show a strong effect at the top dose; inactives centre near -15; many of its hits are not listed in these tables
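HEK-293-derived GP2 cells expressing PTHR1 and a GloSensor cAMP reporter, 3,000/well, plated overnight, given luciferin plus IBMX (each 0.5 mM as added) for 1 h at 37 °C, then compound for 1 h at 37 °C. Luminescence was read after 15 min at room temperature.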
IL2 activator: qHTS of IL-2 Activators | actives 0.065% (n = 360,000) | IL-2 activation reporter assay, cell-based qHTS; stimulated with anti-CD3/CD4/CD28 beads; in transgenic mouse T cells | AID 652025, 2013 | activation, % (series mostly up to about 46 µM); in the data active = activation above about 50%; inconclusive = mostly about 30% to 49%; also: 0% is about no effect
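Unstimulated transgenic mouse T cells; 60-min compound exposure; bead-based TCR/CD4/CD28 stimulation; 18 h culture, 37 degrees C; dual fluorescence (EGFP, DsRed) plate cytometry.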
PI5P4K alpha inh: qHTS for Inhibitors of phosphatidylinositol 5-phosphate 4-kinase (PI5P4K). Phosphatidylinositol 5-phosphate 4-kinase type-2 alpha (Homo sapiens), P48426. PI5P4Kalpha enzyme, ADP-Glo luminescence, 60 min; hits give low values. max response, %. actives 1.2% (n = 330,000); active = max response of -50% or lower; inconclusive = between -30% and -50%; inactive = -30% or higher; also: value at the top dose of about 77 µM; % is scaled to controls: 0 for no effect and ±100 for the full control effect
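Controls without substrate or without enzyme flank wells where PI5P4Kalpha converts substrate using 5 microM ATP (final). Incubation lasts 60 minutes at room temperature; ADP formed is read by ADP-Glo luminescence.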
EPAC1 ag: qHTS for Agonist of cAMP-regulated guanine nucleotide exchange factor 3 (EPAC1): primary screen; EPAC1 agonist qHTS, biochemical assay; response scale: 100% = response to 6.5 mM cAMP; actives 0.073% (n = 360,000); Potency, µM (top dose mostly 154 µM), inactives show at the top dose activation, actives largely listed as activators; Rap guanine nucleotide exchange factor 3 (Homo sapiens), O95398; AID 720707, 2013; also: potency is read from the fitted curve at half-maximal effect; nearly all actives have a fitted effect of over 60% in size
Target sequence (O95398 whole entry, looked up): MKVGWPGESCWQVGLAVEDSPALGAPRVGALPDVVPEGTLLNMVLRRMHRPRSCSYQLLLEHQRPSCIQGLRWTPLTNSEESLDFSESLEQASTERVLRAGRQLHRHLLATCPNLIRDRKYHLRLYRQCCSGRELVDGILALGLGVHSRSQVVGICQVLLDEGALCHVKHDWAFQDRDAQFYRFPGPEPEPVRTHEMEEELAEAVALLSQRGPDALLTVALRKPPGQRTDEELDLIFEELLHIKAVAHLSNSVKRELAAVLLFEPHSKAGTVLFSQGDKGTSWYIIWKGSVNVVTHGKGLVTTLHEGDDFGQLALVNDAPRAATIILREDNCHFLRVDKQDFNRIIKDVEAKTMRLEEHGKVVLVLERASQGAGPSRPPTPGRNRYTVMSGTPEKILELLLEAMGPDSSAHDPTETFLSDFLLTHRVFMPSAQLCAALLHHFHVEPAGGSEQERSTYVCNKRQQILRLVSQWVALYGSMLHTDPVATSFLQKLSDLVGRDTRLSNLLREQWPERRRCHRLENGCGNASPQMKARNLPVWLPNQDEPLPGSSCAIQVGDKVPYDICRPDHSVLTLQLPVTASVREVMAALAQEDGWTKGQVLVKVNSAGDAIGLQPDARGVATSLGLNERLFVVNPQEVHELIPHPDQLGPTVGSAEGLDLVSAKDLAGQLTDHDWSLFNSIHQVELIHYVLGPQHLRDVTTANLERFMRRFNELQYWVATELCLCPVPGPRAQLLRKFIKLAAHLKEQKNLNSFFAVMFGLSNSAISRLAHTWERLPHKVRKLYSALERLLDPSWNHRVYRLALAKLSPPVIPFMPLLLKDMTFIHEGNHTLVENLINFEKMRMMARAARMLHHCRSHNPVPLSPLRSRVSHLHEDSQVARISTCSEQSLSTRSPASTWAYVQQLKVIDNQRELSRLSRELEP
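Compounds were pinned as a concentration titration into mixtures of EPAC1 (100 nM), BODIPY-GDP-loaded Rap1B (250 nM) and GDP (50 uM). After 5 min at room temperature, fluorescence was followed for 30 min; activity was scaled to 6.5 mM cAMP.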
EPAC1 antag: qHTS for Antagonist of cAMP-regulated guanine nucleotide exchange factor 3 (EPAC1): primary screen; Rap guanine nucleotide exchange factor 3 (Homo sapiens), O95398; EPAC1 GEF assay, Rap1b-BODIPY-GDP exchange fluorescence; Potency, µM (top dose mostly 115 µM), without a hit: top-dose activity change, negative = inhibition, actives largely listed as inhibitors; actives 0.14% (n = 360,000);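 also: potency is read from the fitted curve at half-maximal effect; plate controls were vehicle for no effect and positive control for full effect; nearly all actives have a fitted effect of over 50% in size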
Starred values were filed as active, the others as inactive; i = inactive; ? = inconclusive; · = not tested or not shown; [ ] = dose if it differs, or a comment. Unless noted, calls follow the shape of the dose curve; as a rule, active = well fitted curve in the direction sought with a large enough effect; inconclusive = small, poorly fitted or top-dose-only effect, or another doubt; inactive = no such curve, though single readings can be large; an effect the other way counts as inactive or inconclusive.

Results follow in this order: GLP-1R inv ag, GLP1R cytotox, PLK1 PBD block, GLP1R ag, PTHR1 agonist, IL2 activator, PI5P4K alpha inh, EPAC1 ag, EPAC1 antag
Cc1ccc(C(=O)Nc2ccc3c(c2)C(=O)NC3=O)cc1
 : -8%, 2%, -11%, 7%, -13%, 1.2, 1, 13%, -3%
COc1ccc(Cn2c(C3CC3)nc3ccc(NC(C)=O)cc3c2=O)cc1
 : 58%[activator], -9%, -16%, 23%, -82%[inhibitor][57.5 µM], 7.1, -9, 5%, -5%
Cc1ccc2nc(SCC(=O)Nc3cc(C)on3)c(C)cc2c1
 : 28%, -3%, -2%, 6%, -20%, 0.4, -1, 7%, -2%
NS(=O)(=O)c1ccccc1NC(=S)Nc1ccccc1S(N)(=O)=O
 : -4%, 6%, 2%, -4%, i, 0.2, -2, 11%, 0%
Cc1ccc(-c2cc(-c3ccccc3)no2)cc1
 : -9%, -7%, -1%, -2%, i, -0.5, -8, -17%, 27%
CC(C)(C)c1ccc(S(=O)(=O)CCc2ccccn2)cc1
 : 5%, -7%, -2%, -4%, -11%[57.5 µM], -0.4, -1, -3%, -8%
Cc1nc2ccccc2n1CC(O)Cn1c(C(F)(F)F)nc2ccccc21 (stereo not drawn)
 : 11%, 5%, 0%, -7%, i, -1.1, 2, -3%, 3%
COc1cc(C(=O)Nc2ccc(N3CCN(C(=O)c4ccc(C)cc4)CC3)cc2)cc(OC)c1OC
 : -20%, -17%, 1%, -1%, -13%, -1.1, 0, 2%, 11%
Cc1ccc(S(=O)(=O)CCc2nnc(NC(=O)c3cnccn3)s2)cc1
 : 14%, -19%, -4%, -5%, ?, 0.6, -6, -6%, -3%
Cc1cc(Br)ccc1OCCCCNCCO
 : ?, 3%, -2%, 3%, -2%[57.5 µM], -1.7, 1, -10%, -8%
Cc1ccccc1C1(CCN2CCCCC2)CCOC(C)(C)C1 (stereo not drawn)
 : 1%, -9%, 0%, 10%, i, 1.3, -2, 5%, 1%
Cc1cc2ncn(/N=C/c3ccc4c(c3)OCO4)c2cc1C
 : ?, ?, -3%, ?, -14%, -0.8, 13, -8%, -5%
O=C(NN=Cc1cc(=O)[nH]c(=O)[nH]1)c1ccncc1
 : 1%, 9%, -6%, -3%, i, -0.2, 2, 2%, -3%
CCOc1ccc(C(=S)NC2CCCCC2)cc1OC
 : 0%, -4%, 9.5µM*, 9%, -6%, 0.9, ·, 7%, -5%
FC(F)(F)c1ccc(CN2CCN(Cc3ccco3)CC2)cc1
 : -5%, 1%, -10%, 2%, i, 1.2, 1, -2%, 0%
CCOC(=O)N1CCC(Nc2c([N+](=O)[O-])cc(C(=O)O)cc2[N+](=O)[O-])CC1
 : 0%, 3%, -3%, -1%, i, 0.1, ?, 10%, -25%
Cn1ncc(Br)c1C(=O)OCC(=O)Nc1nc(-c2ccccc2)cs1
 : 25%, 8%, -21%, 5%, i, -1.8, -1, 5%, -8%
CC(=O)Nc1cccc(NC(=O)c2cccc3cccnc23)c1
 : 29%, -1%, 4%, 10%, i, 0.9, -7, 0%, 2%
Cc1[nH]c2ccccc2c1CCNC(=O)c1ccc2nccnc2c1
 : 28%, 15%, -2%, 2%, -10%, -0.1, -1, 3%, -7%
CCOC(=O)Cc1nc2nc(C)cc(C)n2n1
 : 86%[activator], 20%, 0%, 3%, -6%, -0.1, -7, 4%, -7%
COCCNC(=O)C1CCCN(C(=O)c2sc(-c3ccccc3)nc2C)CC1 (stereo not drawn)
 : 12%, -1%, -7%, -9%, i, 1.4, 1, 3%, -22%
Cc1nc2sc(C(c3ccccc3)N3CCOCC3)c(O)n2n1 (stereo not drawn)
 : -3%, -6%, 0%, -4%, i, -2.3, ·, -3%, -3%
COC(=O)c1c(NC(=S)Nc2ccccc2Cl)sc(C)c1C
 : 5%, -36%, -16%, -1%, i, -2.0, ·, 9%, 14%
O=C(Oc1ccc(/C=N/Nc2ccccc2)cc1)c1ccccc1
 : ?, -23%, -8%, -32%[inhibitor], i, -1.5, 9, 2%, 6%
COc1cccc(C2c3c(-c4ccccc4)n[nH]c3C(=O)N2c2ccc(C(=O)O)cc2)c1 (stereo not drawn)
 : -13%, -23%, 2%, 2%, -20%, 0.2, ·, -6%, 8%
COc1ccc(-c2cc(C(=O)N(C)Cc3ccc(OC)c(OC)c3OC)c3ccccc3n2)cc1OC
 : 16%, -5%, -7%, 20%, i, -6.1, 10, 6%, 5%
COc1cc2c(cc1NC(=S)Nc1cccc3ccccc13)oc1ccccc12
 : ?, 0%, -14%, -3%, -9%[57.5 µM], 0.3, -5, -6%, 6%
O=C(NNC(=O)c1ccc(=O)[nH]c1)c1ccc(NS(=O)(=O)c2cccs2)cc1
 : 4%, 3%, -16%, 0%, -1%, 1.6, 1, -3%, 6%
COc1ccc(NC(=O)C(=O)c2cn(CC(=O)N3CCOCC3)c3ccccc23)cc1OC
 : 34%[activator], -27%, 0%, 3%, -1%, -3.0, 2, 3%, -7%
Cc1ccc(CN(C)C(=O)CSc2nnc3n2CCCCC3)c(C)c1
 : -11%, 8%, -16%, 6%, 3%, -0.3, 4, 6%, -4%
CCOC(=O)C1=C(COC(=O)c2ccc(C)c(S(=O)(=O)N3CCOCC3)c2)NC(=O)NC1C (stereo not drawn)
 : 54%[activator], 2%, -4%, 23%, -12%, -3.3, -2, -4%, 8%
Cc1ccc(S(=O)(=O)N2CCN(C(=O)CCc3nc4ccccc4c(=O)[nH]3)CC2)c(C)c1
 : -14%, -5%, -8%, 12%, -1%, -0.5, -13, 6%, -5%
CC1(C)Cc2ccccc2C(N/N=C/c2ccc([N+](=O)[O-])cc2)=N1
 : 21%, -9%, 7%, 11%, 11%, 1.2, 3, -11%, -8%
COc1cccc(N/C(N)=N/c2nc(C(F)(F)F)cc(=O)[nH]2)c1
 : 8%, 16%, -11%, 0%, -5%, -0.1, 6, 5%, 0%
CCOC(OCC)c1cn(Cc2ccc(C(=O)c3ccccc3)cc2)nn1
 : -9%, ?, 1%, 1%, -33%[inhibitor], -0.9, -1, 3%, -18%
COc1cccc(S(=O)(=O)N(C)C[C@H]2Oc3cc(Br)ccc3S(=O)(=O)N([C@@H](C)CO)C[C@H]2C)c1
 : ?, -23%, -5%, 0%, i, -1.8, 10, 8%, -15%
COc1ccc(NC(=O)N(O)C2(C#N)CCCCC2)cc1
 : 1%, -7%, -1%, 2%, i, 0.3, -6, -1%, 2%
Cc1cccc(OCCNc2ccc(C(F)(F)F)cc2[N+](=O)[O-])c1
 : 22%, 5%, -1%, 0%, -6%, 23, 21, -5%, 11%
O=c1cc(-c2ccc(O)c(O)c2)oc2ccc3ccccc3c12
 : -22%, -1%, 0%, -15%, -36%, 0.5, -20, 7%, -5%
CC(=O)Nc1cccc(NC(=O)/C=C/c2ccc(S(=O)(=O)N3CCOCC3)cc2)c1
 : 3%, 11%, -10%, 1%, -25%, -0.2, 7, 3%, -12%
Cc1cccnc1Nc1nc(-c2ccc(O)cc2)cs1
 : 29%, -8%, -15%, 5%, -18%[57.5 µM], -2.4, ·, 16%, -5%
COc1ccc(C2C(C(=O)N3CCN(c4ccccn4)CC3)CCC(=O)N2c2cc(OC)c(OC)c(OC)c2)cc1 (stereo not drawn)
 : 6%, 11%, -2%, 4%, i, 0.6, -1, 6%, 3%
CCC(C)(C)n1nnnc1C(c1cc2ccc(OC)cc2[nH]c1=O)N1CCc2ccccc21 (stereo not drawn)
 : ?, -9%, -9%, 1%, -6%[57.5 µM], -0.4, ·, 23%, -30%
CC(=O)N1CCCC(c2cc(C(=O)Nc3ccccc3)no2)C1 (stereo not drawn)
 : -69%, 3%, -4%, -11%, -90%[inhibitor], 0.8, -7, -17%, 17%
CC(C)NC(=O)CSc1ccccc1C(=O)NCc1ccc2c(c1)OCO2
 : -7%, 0%, -13%, 1%, -8%, -1.8, -11, 6%, 2%
N#Cc1cc([N+](=O)[O-])ccc1Oc1cccc(/C=N/NC(=O)c2cccc(Cl)c2)c1
 : ?, -27%, -3%, -6%, -2%, -1.2, 8, 7%, -14%
CCC(CO)Oc1cc(NCc2ccc(OC)cc2)c2ncn(C(C)C)c2c1 (stereo not drawn)
 : ?, -16%, 2%, 14%, -12%, -0.5, -5, 6%, -18%
CCOc1ccc(Nc2nc(Cl)nc(N3CCN(c4ccc(OC)cc4)CC3)n2)cc1
 : ?, 10%, -1%, -8%, -38%[inhibitor], -0.3, 2, 10%, -21%
N=c1c2c3c(sc2ncn1CCN1CCOCC1)CCCCC3
 : -13%, 0%, 0%, 22%, -10%[57.5 µM], 0.3, 0, -1%, -2%
Cn1nccc1C(=O)Oc1cccc(/C=N/NC(=O)c2ccccc2O)c1
 : 5%, -6%, -13%, -3%, -76%[inhibitor], -0.1, -2, -1%, -12%
COc1ccc(-c2nnn3c2nc(NCc2ccc(C)cc2)c2ccccc23)cc1
 : 3%, -9%, ·, 0%, i, ·, ·, ·, ·
Cc1ccc(-n2ncc3c(=O)n(CC(=O)NC4CCCC4)cnc32)cc1C
 : 4%, -1%, 0%, -10%, i, 0.6, 2, -4%, 1%
CCN(Cc1ccccc1)S(=O)(=O)c1c(C)[nH]c(C)c1C(=O)N1CCCCC1
 : -23%, -6%, -15%, 3%, i, -0.9, 2, -1%, -21%
O=C(Nc1ccc2oc(-c3cccnc3)nc2c1)c1ccc2c(c1)OCCO2
 : 30%[activator], 0%, 5%, 15%, i, -2.7, -8, -17%, ?
O=[N+]([O-])c1cc(Cl)c2cccnc2c1O
 : 26%, ?, -3%, 0%, -8%, -0.1, -2, 5%, -12%

Compound activity as filed in PubChem.

This is a subset. The share of hits here may be higher or lower than overall.
